Screens deposited in PubChem BioAssay by several laboratories.
Vif imaging = HIV Vif self-association inhibitors, primary screen, imaging, HEK293T, single point. AID 602346, 2012. 340,000 compounds, 0.35% hits. HEK293T cells, Vif self-association by quenched fluorescence, 24 h. inhibition, % at 7.49 µM; in the data active means inhibition above about 50%, passing the limit was not always enough; inconclusive means no clear call, values can overlap the other calls; inactive means below about 31%; further: some results filed as inactive read as strong as hits
ABCB6 inh 2 = ABCB6 transporter inhibitors, primary screen, K562-ABCB6 cells, flow cytometry, MLPCN library; ATP-binding cassette sub-family B member 6 (Homo sapiens), Q9NP58; K562-ABCB6 porphyrin accumulation, 1 h; hits give low values; fluorescence ratio to DMSO, % at 10 µM; 360,000 compounds, 0.19% hits; AID 602162, 2011;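 active means fluorescence ratio to DMSO below 75%, the collection mean minus 3 SD; inconclusive means too few cells collected in the well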;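 further: signal is porphyrin accumulated inside mitochondria; 100% equals median channel fluorescence of DMSO control wells; lower ratio means ABCB6 inhibition with less porphyrin fluorescence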
MC4R antagonist = MC4R antagonists of cAMP signaling, primary screen, cell-based, TR-FRET, antagonist arm of biased-ligand search | inhibition, % at 6.5 µM | Melanocortin receptor 4 (Homo sapiens), P32245 | AID 540295, 2011 | MC4R-expressing cells, MTII-stimulated cAMP, LANCE TR-FRET | 360,000 compounds, 0.48% hits;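 active means inhibition above its plate's cutoff, the mean of tested wells on that plate plus 3 SD, cut at about 29% in these data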;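 further: 0% = Melanotan II alone and 100% = Melanotan II plus saturating MCL0020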
Target sequence (P32245 whole entry, looked up): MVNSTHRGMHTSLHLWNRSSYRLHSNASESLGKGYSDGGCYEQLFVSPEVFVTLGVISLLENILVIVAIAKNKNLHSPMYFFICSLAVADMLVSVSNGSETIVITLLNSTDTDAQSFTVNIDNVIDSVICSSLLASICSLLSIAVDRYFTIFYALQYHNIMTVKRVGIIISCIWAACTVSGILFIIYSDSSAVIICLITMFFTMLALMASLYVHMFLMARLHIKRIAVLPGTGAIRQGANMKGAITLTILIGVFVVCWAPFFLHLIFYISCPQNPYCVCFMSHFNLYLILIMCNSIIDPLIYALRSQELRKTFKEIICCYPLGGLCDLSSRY
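Assay system: U2OS-MC4R stable cell line; Also added: Melanotan II; Technique: Eu-cAMP/anti-cAMP TR-FRET, emission 671 nm; Times: 30-min compound, 1-h challenge, 1-h detection, room temperature.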
CaV13 FRET inh = Primary screen for inhibitors of IQ motif and Ca2+-dependent inactivation inhibitor domain binding in CACNA1D, Förster resonance energy transfer in living cells, …. 340,000 compounds, 0.098% hits. HEK cells, CFP/YFP FRET ICDI-IQ, plate reader, 10 min; percent FRET-ratio fall versus neutral wells. AID 743397. inhibition, % at 12.3 µM;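 active means mean replicate inhibition of at least 30% and at least 1% of replicates passing that level; inconclusive means only one of the two criteria is met; inactive means neither criterion is met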;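 further: 0% = median of the neutral control wells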
PDI inh = inhibitors of human PDI, primary screen, biochemical, turbidity, single point, plate reader; Protein disulfide-isomerase (Homo sapiens), P07237; PDI insulin aggregation turbidity, A650, 90 min; inhibition, % at 10 µM; 350,000 compounds, 0.052% hits; AID 588391, 2011;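 active means mean inhibition across replicates of 30% or more, whatever share of single replicates reach that level; inconclusive means mean inhibition below 30% while every single replicate reaches 30%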;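 further: absorbance from insulin aggregation driven by PDI reduction with DTT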
m5-HT2A agonist = mouse Htr2a agonists via beta-arrestin recruitment, primary screen, cell-based, luminescence; activation, % at 7.6 µM; 360,000 compounds, 0.66% hits; 5-hydroxytryptamine receptor 2A (Mus musculus), P35363; CHO-K1 mHTR2A beta-arrestin complementation; percent of 30 µM serotonin response; AID 624169, 2012;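 active means activation above a run cutoff, the mean activation of all tested compounds plus 3 SD, cut at about 14% in these data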;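 further: 0% = plate median of compound wells and 100% = 30 µM serotonin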
Target sequence (P35363 whole entry, looked up): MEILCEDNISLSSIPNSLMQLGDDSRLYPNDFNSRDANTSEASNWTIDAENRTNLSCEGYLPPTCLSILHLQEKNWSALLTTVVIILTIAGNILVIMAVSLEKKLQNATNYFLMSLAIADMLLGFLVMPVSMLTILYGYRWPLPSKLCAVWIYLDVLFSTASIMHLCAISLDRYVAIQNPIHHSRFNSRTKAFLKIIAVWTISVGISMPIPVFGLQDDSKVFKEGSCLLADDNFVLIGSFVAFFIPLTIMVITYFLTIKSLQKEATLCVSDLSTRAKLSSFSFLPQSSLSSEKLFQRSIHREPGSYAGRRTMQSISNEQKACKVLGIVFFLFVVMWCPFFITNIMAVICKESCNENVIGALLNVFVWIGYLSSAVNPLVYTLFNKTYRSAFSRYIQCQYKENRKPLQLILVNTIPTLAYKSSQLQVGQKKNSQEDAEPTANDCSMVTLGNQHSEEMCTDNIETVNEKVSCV
aDG glyco act = activators of alpha-DG glycosylation, primary screen, uHTS, Pro5-aDG cells, AlphaScreen | alpha-DG glycosylation AlphaScreen (IIH6); 0% Pro5, 100% B10-LARGE cell signal | activation, % at 10 µM | 360,000 compounds, 0.22% hits;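 active means activation of at least 8% versus controls, or a plate z-score of at least 8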;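 further: Pro5 are CHO cells carrying HIG-tagged alpha-DG that lacks glycosylation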
MC4R ag barr = MC4R agonists recruiting beta-arrestin, primary screen, cell-based, luminescence, agonist arm of biased-ligand search | activation, % at 8.9 µM | 360,000 compounds, 0.98% hits | Melanocortin receptor 4 (Homo sapiens), P32245 | U2OS MC4R beta-arrestin complementation; percent of melanotan II response, DMSO zero;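 active means activation above a per-plate cutoff, the mean activation of sample wells on that plate plus 3 SD, cut at about 8% in these data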
Glyco luc inh = increase of ERlucT glycosylation luciferase signal, primary screen, N-linked glycosylation inhibitor project, D54 ERlucT cells, luminescence, set 2; D54 ERlucT glycosylation luciferase reporter, 24 h; percent of 100 nM tunicamycin response; reporter increase, % at 12.5 µM; 360,000 compounds, 0.23% hits; AID 588692, 2011;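 active means mean luciferase reporter signal, scaled so untreated is 0 and the glycosylation-blocking control 100, at or above a set limit in every replicate; inconclusive means mean reaches the limit but not every replicate does; inactive means mean below the limit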;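 further: luciferase carries N-glycosylation sites so blocking glycosylation raises the light; 0% = median of neutral control wells and 100% = median of 100 nM tunicamycin wells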
H9c2 protect = cardioprotection against H2O2-induced cell death, primary screen, uHTS, H9c2 cells, ATPLite luminescence; 360,000 compounds, 0.63% hits; protection from H2O2 cell death, % at 20 µM; H9c2 cardiomyocytes, H2O2 injury protection, 2 h;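 active means compounds giving at least 50% protection of heart cells from peroxide-induced death in the single-dose screen, raw or plate-pattern-corrected value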;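 further: 0% = DMSO wells with peroxide and 100% = DMSO wells without peroxide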
An asterisk follows results filed as active; ? = inconclusive; · = no result given.

SMILES | Vif imaging | ABCB6 inh 2 | MC4R antagonist | CaV13 FRET inh | PDI inh | m5-HT2A agonist | aDG glyco act | MC4R ag barr | Glyco luc inh | H9c2 protect
CC(C)NC(=O)Cn1cnc2c(cnn2-c2ccc(F)cc2)c1=O | 4 | 98 | 7 | 2 | -3 | -3 | -0.1 | -0.9 | 2 | 3
O=C(CSC1CC(=O)N(c2ccc(C(=O)O)cc2)C1=O)Nc1ccc(Cl)cc1 (stereo not drawn) | 10 | 94 | 0 | 2 | 2 | -2 | 0.1 | 1.1 | 1 | 8
CCOC(=O)N1CCN(CC(O)COCc2ccc(OC)c(OC)c2)CC1 (stereo not drawn) | 3 | 99 | 17 | -5 | 9 | 2 | 0.0 | 0.4 | 0 | 7
CCOC(=O)c1c(N2C(=O)Nc3ccccc3N2O)n[nH]c1-c1cccc(OC)c1 | -21 | 100 | 2 | -18 | 17 | 0 | -0.1 | 1.7 | 2 | -6
C=CCSc1nnc2nc3[nH]c4c(C)cccc4c3nn12 | · | 100 | 5 | · | 4 | 4 | -0.1 | -1.2 | 0 | 14
O=C(Nc1cccc(S(=O)(=O)N2CCCCCC2)c1)C1CCC1 | 4 | 98 | -2 | -6 | 6 | -3 | -0.1 | -1.6 | 0 | -5
CC(=O)Nc1nnc(SCc2cc(=O)c(OC(=O)c3ccccc3)co2)s1 | 12 | 98 | 12 | -1 | -2 | -5 | -0.1 | -0.8 | 1 | 8
COc1ccc(C(=O)N2c3ccc(F)cc3CCC2C)cc1OC (stereo not drawn) | 4 | 95 | -1 | -4 | 5 | -2 | 0.0 | -2.4 | 1 | -2
Cc1cc(NC(=O)COC(=O)[C@@H](NS(=O)(=O)c2ccc(Br)cc2)C(C)C)no1 | 6 | 99 | 20 | 1 | -8 | 0 | 0.0 | -0.9 | 3 | 7
COC(=O)N/N=C/c1ccccc1Cl | 24 | 88 | -2 | -2 | 19 | -1 | -0.4 | -2.9 | 0 | 2
Cc1cccc(C)c1NC(=O)C[n+]1cc(-c2ccccc2)n2c1CCC2 | -2 | 97 | 7 | -5 | -10 | 3 | 0.0 | -0.8 | 0 | 0
O=S(=O)(Cc1ccccc1)N1CCCCC1 | · | 109 | 2 | · | 11 | -6 | -0.2 | -1.6 | -1 | 6
CC(/C=N/NC(=O)c1nnn(-c2nonc2N)c1CN1CCCCC1)=C\c1ccccc1 | -4 | 98 | -3 | · | -1 | 5 | 0.3 | 2.8 | -4 | 3
O=C(CCN1C(=O)c2ccccc2C1=O)NCCCn1ccnc1 | 2 | 92 | 1 | -2 | -3 | 1 | 0.1 | -1.7 | 3 | 1
O=C(NC(=S)N1CCN(C/C=C/c2ccccc2)CC1)c1ccc(F)cc1 | 1 | 96 | 10 | -19 | 1 | -2 | 0.4 | 1.2 | 2 | 3
CN(Cc1ccccc1)Cc1nc2c(c(=O)n(C)c(=O)n2C)n1Cc1ccc(F)cc1 | 2 | 63* | 0 | -9 | 4 | 1 | 0.7 | -0.9 | -1 | 9
Cc1ccc(SCCC(=O)NCC2CCCO2)cc1 (stereo not drawn) | 17 | 93 | 5 | -5 | -1 | -2 | -0.2 | 1.0 | 0 | -4
O=C(NCCc1nc2ccccc2[nH]1)c1cc([N+](=O)[O-])cc([N+](=O)[O-])c1 | 3 | 97 | 0 | -8 | 13 | -3 | -0.1 | -2.9 | 1 | 3
Cc1cc(CN2CCCCC2C(=O)Nc2ccc(Oc3cccnc3)cc2)oc1C (stereo not drawn) | 4 | 109 | 0 | · | 4 | 0 | -0.3 | 2.4 | 1 | 0
COc1cccc(C(=O)NCCCN2CCN(CCCNC(=O)c3cccc(OC)c3)CC2)c1 | 2 | 99 | 20 | -4 | -2 | -5 | 0.0 | -0.8 | 0 | 5
COC(=O)c1cc(NC(=O)C2C3C=CC(C3)C2C(=O)O)cc(C(=O)OC)c1 (stereo not drawn) | 5 | 100 | 8 | -7 | -3 | 2 | -0.2 | -0.8 | 1 | 15
C=CCn1c(O)c(C(CC)=NCc2cccnc2)c(=O)[nH]c1=O | -9 | 93 | 8 | -4 | 7 | 6 | -0.6 | 1.6 | 12 | 10
CCn1c(SCc2nc(-c3ccccc3)no2)nnc1-c1cccs1 | ? | 94 | -3 | -8 | 4 | 1 | -0.1 | -0.2 | 1 | -6
COC(=O)[C@]12CCCCC=C1N(Cc1ccccc1)C(=O)[C@H](CC(=O)NCc1ccc(C)o1)C2 | · | 103 | · | -4 | · | 0 | -0.1 | · | · | ·
CCOC(=O)[C@@H]1[C@H]2COc3ccccc3[C@@H]2N2C(=O)N(c3ccc(Br)cc3)C(=O)[C@]12C | -6 | 97 | 5 | -12 | 10 | -3 | 0.4 | -0.7 | 2 | -1
CC(=O)N1CCN(CC(=O)Nc2cccc(S(=O)(=O)N3CCCCCC3)c2)CC1 | -12 | 98 | -12 | -4 | 5 | 2 | 0.1 | 2.0 | -3 | 1
COc1ccc(Cl)cc1Nc1nc(C)nc2c1oc1ccccc12 | 3 | 97 | -3 | -19 | -15 | 2 | 0.0 | -0.7 | -1 | -5
O=C(/C=C/c1ccc(NC(=O)c2ccccc2-c2ccccc2C(=O)O)cc1)c1ccccc1 | 27 | 103 | 8 | -114 | ? | -2 | 0.0 | -4.2 | 7 | -2
Cc1c(C(=O)N(C)Cc2ccc(F)cc2)sc(=O)n1Cc1ccc(Cl)c(Cl)c1 | -5 | 98 | 0 | 18 | -7 | -10 | -0.1 | -0.4 | -1 | -3
CC1CCCN(S(=O)(=O)c2ccc(CN3C(=O)c4cccnc4C3=O)cc2)C1 (stereo not drawn) | -6 | 103 | -2 | -2 | 0 | -1 | 0.3 | -0.4 | 0 | -3
COCc1cc(C)nc(Sc2nc3c(c(=O)n(C)c(=O)n3C)n2C)c1C#N | -7 | 95 | 8 | -19 | -6 | 5 | -0.1 | 0.7 | 0 | 5
Cc1ccc(CS(=O)(=O)Cc2ccc(C(=O)NCc3cccnc3)o2)cc1 | 2 | 97 | 14 | -8 | -4 | 0 | 0.3 | -0.8 | 0 | -5
Oc1c(C(c2ccccc2)N2CCCCC2)sc2ncnn12 (stereo not drawn) | · | 104 | 4 | -3 | · | 0 | 0.1 | -1.0 | 2 | -3
CCc1ccc(CN/C=C/C(=O)c2ccc(Br)cc2)cc1 | 1 | 106 | 2 | -22 | -2 | -9 | 0.1 | 0.4 | 0 | -15
N#C/C(=C(/O)COC(=O)COc1cccc(Br)c1)c1nc2ccccc2[nH]1 | 4 | 104 | 6 | 0 | 6 | -5 | -0.3 | 20* | 15 | -7
COc1ccccc1-n1cc(-c2ccc(Cl)cc2)[nH]c1=O | 5 | 100 | 0 | -15 | -7 | 2 | -0.1 | -0.2 | -2 | 1
CCOC(=O)CSc1ccc2nnc(-c3ccncc3)n2n1 | 10 | 103 | 3 | -6 | -3 | 4 | 0.2 | -2.0 | 1 | 38
O=C(Nc1nnc(-c2ccco2)o1)c1ccc(Br)s1 | 8 | 98 | 15 | -14 | -2 | -1 | 0.0 | -2.2 | 2 | 14
CCOc1ccc(C(=O)N/N=C/c2cccc3cccnc23)cc1 | · | 103 | 9 | -6 | -4 | -2 | 0.5 | 0.4 | -1 | 15
CC(C)C(NC(=O)CSc1ccc(Cl)cc1)C(C)C | -16 | 103 | 1 | -8 | -1 | -1 | 0.0 | 0.8 | -2 | -3
CC(NCC(=O)Nc1cc(S(=O)(=O)N2CCOCC2)ccc1Cl)c1ccc(Cl)cc1Cl (stereo not drawn) | -10 | 97 | 13 | -2 | 1 | 1 | 0.3 | 0.5 | -12 | -11
COc1ccc(C(=O)c2nccc3ccccc23)cc1 | -9 | 99 | 25 | -6 | 1 | 4 | -0.1 | 0.0 | -1 | 0
COc1ccccc1N(C(C)=O)c1nc(C)cc(C)c1C#N | 16 | 98 | 3 | -5 | -10 | 5 | -0.3 | -0.8 | 0 | 1
Cc1ccc(C)c(NC(=O)C2CC=CCC2C(=O)O)c1 (stereo not drawn) | 7 | 100 | 4 | -6 | -4 | 0 | 0.2 | -1.2 | 1 | 3
CCOC(=O)c1cnc(SCC(=O)Nc2sc(C)c(C)c2C#N)nc1N | -2 | 103 | 10 | -6 | 1 | 5 | 0.5 | -0.7 | 2 | 2
Fc1ccc(CN(Cc2ccccc2)C(c2cccs2)c2nnnn2C2CCCCC2)cc1 (stereo not drawn) | -18 | 107 | 3 | · | -4 | -2 | 1.9 | -0.8 | -5 | -4
CC(OC(=O)Cn1cc(C(F)(F)F)ccc1=O)C(=O)N(C)c1ccccc1 (stereo not drawn) | 5 | 99 | 12 | -5 | -6 | 0 | 0.1 | 1.3 | 1 | -3
COC(=O)c1cc(NS(=O)(=O)c2ccc(NCc3cccnc3)c(N)c2)cc(C(=O)OC)c1 | 1 | 92 | 6 | -5 | -5 | 3 | -0.3 | -2.5 | 2 | 6
COC(=O)c1cc(CNC(=O)c2ccc(N3CCCC3)c([N+](=O)[O-])c2)ccc1OC | 4 | 110 | 5 | -6 | 2 | -7 | -0.1 | -1.7 | 0 | 2
CC(=O)Cc1nsc(NC(=O)c2cccs2)n1 | · | 96 | 1 | -5 | 3 | 10 | 0.2 | -0.9 | 2 | -4

Other structures.
SMILES | Vif imaging | ABCB6 inh 2 | MC4R antagonist | CaV13 FRET inh | PDI inh | m5-HT2A agonist | aDG glyco act | MC4R ag barr | Glyco luc inh | H9c2 protect
Cc1oc2c(c1C(=O)Nc1cccc3ccccc13)CCCC2 | -9 | 87 | 4 | 1 | 4 | 5 | 0.2 | -1.4 | -2 | -13
CN1CCN(c2nc(-c3cccs3)nc3ccccc23)CC1 | -15 | 88 | -8 | 5 | -1 | -7 | 0.1 | -0.4 | 16 | 45
CCOc1cc2c(cc1OCC)C(C(=O)O)C(c1cc(Br)c(O)c(OC)c1)N(C)C2=O (stereo not drawn) | 1 | 89 | 12 | -5 | 4 | 0 | 0.4 | 2.9 | 0 | -4
CCOc1cccc(C(=O)Nc2ccc(N3CCCC3)cc2)c1 | 0 | 109 | -3 | -1 | 11 | 0 | -0.1 | -0.9 | 0 | -5
